GAA inh: alpha-glucosidase (human) inhibition; hit rate 0.005% among 200,000; P10253; Potency, µM (top dose mostly 76.9 µM), for inactives: top-dose activity change, negative = inhibition, most hits filed as inhibitors; purified human GAA, 4-MU-alpha-glucoside fluorescence;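 note: plate controls were uninhibited enzyme wells for no effect and no-enzyme background for full effect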
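Enzyme (4 nM final) mixed with compound (up to 77 uM), then 4-MU-alpha-D-pyranoside (400 uM final) added; 20 min at room temperature, pH 5.0. Reaction stopped at pH 10, fluorescence read, AC50 derived by Hill fit.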
GAA glycogen mod: inhibitors or activators of human alpha-glucosidase glycogen cleavage; P10253; recombinant GAA, glycogen substrate, Amplex Red glucose oxidase fluorescence; Potency, µM (highest dose often 76.4 µM), inactives show top-dose activity change, negative = inhibition, actives largely listed as inhibitors; hit rate 0.38% among 300,000;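 note: 0% = full enzyme reaction and -100% = no-enzyme basal signal; the screen sought inhibitors and activators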
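Recombinant human alpha-glucosidase (4 nM final) hydrolysed bovine liver glycogen (30 ug) for 40 min at 37 C in pH 5.0 citrate/phosphate with 0.01% Tween-20. Released glucose detected by glucose oxidase/Amplex Red, Ex 573/Em 610 nm. Compounds up to 77 uM; AC50 from Hill fits.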
NPSR antagonist: antagonists of human neuropeptide S receptor cAMP signaling. Potency, µM (doses to about 38.3 µM), for inactives: at the highest dose activity change, negative = inhibition, hits mostly inhibitors. AID 1461. CHO-NPSR cells, cAMP TR-FRET, antagonist mode. hit rate 1% among 220,000. Q6W5P4; note: % is set by controls: 0 for no effect and ±100 for the full control effect; nearly all actives have a fitted effect of over 50% in size; many of its hits are not listed in these tables
ALDH1A1 block: inhibitors of human aldehyde dehydrogenase 1A1; Purified ALDH1A1, NADH fluorescence, propionaldehyde substrate; Potency, µM (top dose mostly 75.3 µM), inactives show at the top dose activity, negative = inhibition, most hits filed as inhibitors; P00352; hit rate 7.3% among 220,000; active = well fitted inhibition curve with a large enough effect, not every such curve was filed as active; inconclusive = small, poorly fitted or top-dose-only effect, or another doubt; inactive = no such curve, though single readings can be large or run the other way;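 note: plate controls were no enzyme wells and a reference inhibitor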
Target sequence (P00352 whole entry, looked up): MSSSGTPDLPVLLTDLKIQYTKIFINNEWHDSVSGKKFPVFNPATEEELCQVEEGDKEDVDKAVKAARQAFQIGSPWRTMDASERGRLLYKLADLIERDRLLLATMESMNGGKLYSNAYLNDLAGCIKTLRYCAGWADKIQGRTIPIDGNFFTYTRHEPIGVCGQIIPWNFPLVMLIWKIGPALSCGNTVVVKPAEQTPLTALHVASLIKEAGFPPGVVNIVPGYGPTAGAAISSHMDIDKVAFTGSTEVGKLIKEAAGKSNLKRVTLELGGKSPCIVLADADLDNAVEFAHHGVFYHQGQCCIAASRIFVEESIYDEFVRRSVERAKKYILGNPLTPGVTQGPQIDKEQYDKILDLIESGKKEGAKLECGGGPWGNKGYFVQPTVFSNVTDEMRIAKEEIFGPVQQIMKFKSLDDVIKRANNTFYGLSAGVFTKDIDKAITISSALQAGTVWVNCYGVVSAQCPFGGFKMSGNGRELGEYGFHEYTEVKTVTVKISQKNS
aGlu spleen mod: inhibits or activates alpha-glucosidase in human spleen homogenate. P10253. hit rate 0.006% among 240,000. human spleen homogenate, 4-MU-alpha-glucoside fluorescence. Potency, µM (series often up to 79.9 µM), for inactives: at the highest dose activity change, negative = inhibition, most hits filed as inhibitors;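 note: 0% = enzyme with vehicle and -100% = no enzyme basal signal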
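AC50 values come from Hill-equation fits of concentration-response data, normalized to no-enzyme and full-activity controls. Enzyme source: 1 ug human spleen homogenate; 1 mM fluorogenic 4-MU glucoside, pH 5.0 citrate buffer, 37 C, 40 min.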
Tau fluor counter: counter-screen for tau fibril formation inhibitors; tau K18 P301L Alexa594 fluorescence, heparin fibrillization; Potency, µM (top dose mostly 57.7 µM), for the others: at the top dose activity change, negative = decrease; hit rate 0.93% among 280,000; AID 1463; note: % is set by controls: 0 for no effect and ±100 for the full control effect; nearly all actives have a fitted effect of over 55% in size
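Human tau K18 P301L (15 uM unlabeled, 0.24 uM Alexa 594-labeled) in 100 mM sodium acetate pH 7 with 20 uM heparin, 6 hr at 37 C. ThT 30 uM added, 1 hr ambient; Alexa 594 FP and total fluorescence read at 555/632 nm.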
aGal spleen mod: alpha-galactosidase A (human) modulation. P06280. human spleen homogenate, 4MU-alpha-Gal fluorescence, 40 min. Potency, µM (titrated, usually from 80 µM), for the others: at the highest dose activity change, negative = inhibition, hits mostly inhibitors. hit rate 0.008% among 240,000. AID 2107;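 note: 0% = enzyme with vehicle and -100% = no enzyme basal signal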
Target sequence (P06280 32-429 limits assumed): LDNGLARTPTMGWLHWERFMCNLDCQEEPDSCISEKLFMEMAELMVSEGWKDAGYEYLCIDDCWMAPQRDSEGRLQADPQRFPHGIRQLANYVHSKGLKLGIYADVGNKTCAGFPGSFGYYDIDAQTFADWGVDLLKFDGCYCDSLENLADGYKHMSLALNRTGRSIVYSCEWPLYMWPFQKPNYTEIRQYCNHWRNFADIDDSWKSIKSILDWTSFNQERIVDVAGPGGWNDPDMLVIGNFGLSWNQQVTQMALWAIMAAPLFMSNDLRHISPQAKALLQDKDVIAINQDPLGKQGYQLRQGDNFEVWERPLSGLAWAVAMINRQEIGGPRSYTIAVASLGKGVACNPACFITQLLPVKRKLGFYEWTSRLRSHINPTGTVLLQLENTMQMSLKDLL
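Inhibition or activation of alpha-galactosidase in human spleen homogenate is scored by 4-MU fluorescence after 40 min at 37C, pH 5.0, with 1 mM substrate. AC50s come from concentration-response fitted to the Hill equation.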
Epigenetic reg: regulators of epigenetic silencing causing reporter derepression in mouse cells; AID 1865; Potency, µM (top dose mostly 53.9 µM), without a hit: at the top dose GFP activation, hits mostly activators; murine LDR cells, GFP reporter derepression, 30 h; hit rate 0.2% among 280,000; note: % of control where 0% means no effect; nearly all actives have a fitted effect of over 60% in size
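In this reporter-derepression format, murine cells bearing a silenced integrated CMV-GFP locus incubate with test compound (30 h, 37 C), then are washed and imaged; fluorescent objects of 20–120 um count as induced cells.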
An asterisk follows results filed as active; ? = inconclusive; / = no result given; & = joins results of further samples; [ ] = dose if it differs, or a comment. Unless noted, calls come from the whole dose curve; as a rule, active = well fitted curve in the direction sought with a large enough effect; inconclusive = small, poorly fitted or top-dose-only effect, or another doubt; inactive = no such curve, though single readings can be large; an effect the other way counts as inactive or inconclusive. Potency is the fitted concentration of half-maximal effect. This is a subset; rates above refer to the full screens.

SMILES | GAA inh | GAA glycogen mod | NPSR antagonist | ALDH1A1 block | aGlu spleen mod | Tau fluor counter | aGal spleen mod | Epigenetic reg
CN(C)c1ccc(C(=O)NNC(=O)Nc2ccccc2)cc1 | 10% | -8% | 11% | -3% | 0% | 2% | -4% | -0.6%
CC(Cc1ccccc1)NC(=O)/C=C/c1ccc([N+](=O)[O-])cc1 (stereo unspecified) | -6% | -1% | -13% | -9% | 1% | -17% | 2% | 2.2%
O=C1CC(c2ccccc2)n2nc(NC(=O)c3cccs3)nc2N1 (stereo unspecified) | 0% | 3% | 0%[46.1 µM] | 11% | 2% | -3% | -8% | -4.3%
COc1ccccc1C1C(C#N)=C(N)Oc2c1oc(CO)cc2=O (stereo unspecified) | -4% | 1% | 7% | 10% | -5% | -6% | 14% | -2.5%
O=C(c1cccs1)N1CCN(c2nnc(-c3ccccc3)c3ccccc23)CC1 | 0% | 5% | 58% | ? | -1% | -6% | -3% | 0.0%
COc1cccc(C(=O)Nc2ccc(NC(=O)C3CC3)cn2)c1 | -6% | 3% | -7%[46.1 µM] | 5% | -1% | -1% | -18% | -3.0%
O=C(O)COc1ccccc1/C=N/NC(=O)CSc1nc2ccccc2n1Cc1ccccc1Cl | / | -12% | -2%[7.67 µM] | / | 4% | -6% | -1% | -0.3%
COc1ccc(/C=C2\Cc3ccccc3C2=O)cc1OC | -6% | 5% | -5% | ? | -5% | -13% | -23% | 1.1%
O=C(COC(=O)[C@H](Cc1ccccc1)NC(=O)c1ccco1)NCc1ccccc1 | -9% | 11% | -16%[46.1 µM] | ? | -2% | -5% | -4% | 0.1%
COc1cccc(-n2cnc3sc(C)cc3c2=O)c1 | 1% | 5% | 14% | 6% | 0% | -10% | -22% | 0.0%
CC(C)n1c(CNC(=O)c2ccccc2)nc2ccccc21 | -5% | 1% | -10%[46.1 µM] | 0% | -23% | 2% | -6% | 1.8%
Cc1ccc(C2N(c3cccc(Cl)c3)C(=O)C3CCCN32)o1 (stereo unspecified) | -15% | 6% | -3%[46.1 µM] | ? | 2% | -7% | 0% | 2.3%
O=C(CCn1c(=O)sc2ccccc21)Nc1nccs1 | -7% | 2% | -1%[46.1 µM] | -2% | 1% | -7% | -3% | -4.6%
COc1ccc(CN2CCCCC2C(=O)Nc2ccc(OC)c(OC)c2)cc1OC (stereo unspecified) | -12% | 9% | -9%[46.1 µM] | 1% | -1% | 2% | 3% | 0.0%
CC1(C)C2CCC1(C)C(OC(=O)C[n+]1ccccc1N)C2 (stereo unspecified) | / | 5% | 9% | / | 3% | -2% | 2% | -1.9%
O=C(O)CC1(O)C(=O)N(Cc2ccccc2)c2ccccc21 (stereo unspecified) | ? | 16% | -19% | 20µM* | 3% | 7% | 2% | -0.1%
CCOc1ccc(C(C)C)cc1S(=O)(=O)Nc1ccc(Cl)cn1 | 0% | 9% | -9%[46.1 µM] | ? | -12% | 8% | -3% | -2.3%
COc1ccc(CNC2CCCCC2C)c(OC)c1 (stereo unspecified) | -2% | 14% | -1%[46.1 µM] | -3% | -1% | -2% | -1% | -2.5%
Cc1cc(C(=O)OCC(=O)NC(C)C)c2ccccc2n1 | / | -17% | 2% | / | 2% | 15% | 2% | 0.0%
COc1nccnc1NS(=O)(=O)c1ccc(NC(=S)NC(=O)c2cccnc2)cc1 | / | -1% | -15% | / | 2% | 9% | 4% | -0.3%
COc1cccc(/C=N/N=C(\N)c2nonc2N)c1O | -2% | -9% | 8% | 3% | -10% | -1% | 3% | -0.4%
CC(C)C(=O)Nc1ccc(NC(=O)c2ccccn2)cn1 | 3% | -13% | 2%[46.1 µM] | ? | 8% | 6% | 6% | -0.2%
CCc1c(C)nc2cc(-c3ccc(OC)c(OC)c3)nn2c1N1CCC(C)CC1 | 4% | 1% | -17%[46.1 µM] | ? | -9% | -11% | 3% | 0.0%
Cc1cc(C)n(-c2nc3c(c(=O)[nH]c(=O)n3C)n2C)n1 | 5% | 1% | 0%[46.1 µM] | 8% | -3% | 7% | 4% | -3.0%
CC(=O)Oc1oc(-c2ccccc2)nc1C=Nc1ccc(N(C)C)cc1 | 1% | 17% | -5% | 0.56µM* | -3% | ? | -1% | -3.1%
COc1cc(/C=N/NC(=O)c2ccc(C)nc2)cc([N+](=O)[O-])c1O | ? | -20% | -33% | -4% | 2% | -14% | 3% | -0.4%
Cc1ccc(CN2CCNC(=O)C2CC(=O)N(Cc2c(C)nn(C)c2C)C2CC2)o1 (stereo unspecified) | 3% | -5% | -14% | -8% | -2% | 0% | -3% | 0.5%
O=C(NCCc1nc2ccccc2[nH]1)c1ccc(F)cc1 | -6% | -1% | -6%[46.1 µM] | 1% | -18% | -1% | 1% | 4.3%
c1ccc(-n2nnnc2SCc2cn3ccccc3n2)cc1 | 2% | / | -9%[46.1 µM] | 4µM* | -9% | 2% | -7% | 0.0%
O=C1c2ccc(-c3ccc4c(c3)C(=O)N(CCO)C4=O)cc2C(=O)N1CCO | / | 2% | 21% | / | 0% | 5% | 7% | 1.1%
COc1ccccc1C(=O)N(Cc1ccco1)C1CCS(=O)(=O)C1 (stereo unspecified) | 10% | -1% | -6%[46.1 µM] | -5% | -4% | -2% | 6% | -1.0%
O=S(=O)(N1CCOCC1)N1CCCN(S(=O)(=O)N2CCOCC2)CC1 | -1% | 2% | 0%[46.1 µM] | -9% | -8% | 5% | 3% | 4.1%
Cc1nn(Cc2c(Cl)cccc2Cl)c(Cl)c1/C=N/NC(=O)c1cccnc1 | -15% | -3% | -18% | -15% | 5% | -7% | 10% | -1.3%
Cc1c(O)ccc(/C(Cc2ccc3ccccc3n2)=N\N)c1O | / | ? | 38% | / | -1% | 11µM*[quencher] | 19% | ?
CCn1cc(C(=O)O)c(=O)c2cc(F)c(N/N=C/c3ccccc3)cc21 | -13% | 14% | 5% | 9% | -4% | 4% | 10% | 3.0%
Cn1cnc(S(=O)(=O)Nc2ccc(OC(F)(F)F)cc2)c1 | -2% | 4% | 20% | 19% | 2% | 0% | 0% | -4.3%

Shown as a hit in ALDH1A1 block (from the list above):
SMILES	GAA inh	GAA glycogen mod	NPSR antagonist	ALDH1A1 block	aGal spleen mod	Epigenetic reg
O=C(O)CC1(O)C(=O)N(Cc2ccccc2)c2ccccc21 (stereo unspecified)	?	16%	-19%	20µM*	2%	-0.1%
CC(=O)Oc1oc(-c2ccccc2)nc1C=Nc1ccc(N(C)C)cc1	1%	17%	-5%	0.56µM*	-1%	-3.1%
c1ccc(-n2nnnc2SCc2cn3ccccc3n2)cc1	2%	/	-9%[46.1 µM]	4µM*	-7%	0.0%

Remaining list, next part.
SMILES | GAA inh | GAA glycogen mod | NPSR antagonist | ALDH1A1 block | aGlu spleen mod | Tau fluor counter | aGal spleen mod | Epigenetic reg
Nc1nc(SCC(=O)N2CCCCC2)[nH]c(=O)c1NC(=O)c1cccs1 | / | -2% | 6% | / | -1% | -3% | -6% | 0.1%
Oc1ccc(-c2cnns2)c(O)c1 | 0% | ? | 5% | 25µM* | -3% | -10% | -7% | -1.6%
CCc1ccc(OCC(=O)N/N=C/c2cc([N+](=O)[O-])ccc2N2CCOCC2)cc1 | -5% | 9% | -25% | -8% | -3% | ? | -5% | -1.1%
Cc1ncc(CO)c(C=O)c1O | / | / | / | -13% | 1%&1%&3% | -2%&-3% | -5%&24%&23% | 3.7%&-0.5%
CC1=C(C(=O)OC(C)C)C(c2cccs2)NC(=O)N1 (stereo unspecified) | -1% | 8% | 6% | -1% | / | -2% | -1% | -1.4%
Cc1ccc(NC(=O)N2CCC(O)(c3ccc(Cl)cc3)CC2)cc1 | -3% | 0% | -21%[46.1 µM] | -6% | -2% | -11% | 7% | 10%
COc1ccc(N2CCN(C(=O)c3ccc(N4C(=O)NC5CC4(C)Oc4ccccc45)cc3)CC2)cc1 (stereo unspecified) | -1% | -15% | 5%[46.1 µM] | -6% | 0% | -9% | 2% | 0.0%
O=C(Cn1nnc2ccccc2c1=O)Nc1ccc2c(c1)CCC2 | -5% | 4% | -5%[46.1 µM] | -13% | -9% | -7% | -12% | 0.0%
OC1(c2ccc(Cl)c(Cl)c2)C[n+]2ccccc2N1Cc1ccccc1 (stereo unspecified) | / | 3% | ? | / | -1% | -11% | -1% | 7.2%
CCCCn1c(=O)[nH]c(=O)c2c1nc(-c1ccc(C(F)(F)F)cc1)n2C | -3% | -1% | -4% | ? | -3% | 1% | 3% | -1.3%
O=S1(=O)CCN(C(CCO)c2cccc(C(F)(F)F)c2)CC1 (stereo unspecified) | -1% | 8% | 3% | -12% | -5% | 6% | -9% | -2.6%
Cc1nnc(SCC(=O)Nc2ccc3c(c2)COC3=O)n1-c1ccccc1 | -14% | 5% | -2%[46.1 µM] | ? | ? | -5% | 3% | 0.0%
CC(Sc1nc2ccccc2[nH]1)C(=O)Nc1ccccc1F (stereo unspecified) | -5% | -21% | -5% | 12% | -2% | -15% | -4% | -2.3%
O=C(NCc1ccccc1F)c1cccs1 | 11% | 2% | -2%[46.1 µM] | 10% | -11% | 1% | 1% | -0.7%
COc1ccc(-c2nc3c4ccccc4ccn3c2C=O)cc1 | 5% | -4% | -26% | 5% | 2% | -8% | 2% | 1.0%
Cc1cccc(-c2nsc(SCC(=O)NCc3ccc4c(c3)OCO4)n2)c1 | -7% | -7% | 2% | 4% | 4% | -29% | 2% | -1.1%
CC(=O)OCC1=C(C(=O)O)N2C(=O)C(NC(=O)CCn3nc(C(F)(F)F)c(Br)c3C3CC3)C2SC1 (stereo unspecified) | 0% | 7% | 23% | ? | -3% | -10% | 2% | -1.0%
Cn1cnc([N+](=O)[O-])c1Sc1ncnc2nc[nH]c12 | / | 1% | -6%[46.1 µM] | 7% | 2% | -20%&-22%&-14% | 11% | -0.2%
OC[C@H]1O[C@@H](n2cnc3c(NC4CCCCC4)ncnc32)[C@H](O)[C@@H]1O | / | / | -8%[46.1 µM] | -4%&-7% | -4%&-9% | -7%&2% | 10%&-1% | 2.6%&0.8%
Cc1ccc(C)c(Cc2c(C)nc3c(C(=O)N4CCOCC4)cnn3c2C)c1 | -13% | 5% | -21%[46.1 µM] | ? | 3% | 1% | 3% | 1.1%
